# Compound activity deposited in PubChem BioAssay by several laboratories.
# Bim-Mcl-1 = disrupts Bim peptide binding to human Mcl-1; Bead-based flow cytometry, Bim peptide-Mcl-1 binding; inhibition, % at 10 µM; 190,000 tested, 0.1% active; AID 1009; in the data active means inhibition above about 40%;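 further: 0% = no compound tracer wells and 100% = peptide blocker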
# Target sequence (Q07820 whole entry, looked up): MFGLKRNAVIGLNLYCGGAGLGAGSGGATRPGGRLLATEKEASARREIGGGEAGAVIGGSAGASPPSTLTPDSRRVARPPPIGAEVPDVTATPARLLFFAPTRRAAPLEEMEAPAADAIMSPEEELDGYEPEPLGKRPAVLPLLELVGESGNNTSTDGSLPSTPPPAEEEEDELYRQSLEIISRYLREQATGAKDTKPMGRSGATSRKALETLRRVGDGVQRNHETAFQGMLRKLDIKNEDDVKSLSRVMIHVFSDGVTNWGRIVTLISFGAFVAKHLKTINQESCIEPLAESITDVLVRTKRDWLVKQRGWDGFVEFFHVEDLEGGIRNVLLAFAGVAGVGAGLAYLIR
# Rab7 wt GTP bind = dog Rab7 wildtype GTP binding, inhibitors and activators | GST-Rab7 beads, fluorescent GTP binding, flow cytometry; actives lie on both sides; untreated = 100%, excess cold GTP = 0% | GTP binding activity (percent of control), % at 10 µM | 190,000 tested, 0.055% active | AID 758;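 active means fluorescent GTP binding to Rab7 beads changed by at least 20 points from the 100% baseline, either direction, mostly lower; inconclusive means compound itself probably fluorescent, or too few beads counted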;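 further: median green fluorescence of bound Bodipy-FL-GTP per Rab7 bead population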
# Rac1 mut GTP = alters GTP binding to activated mutant human Rac1; P63000; 190,000 tested, 0.11% active; percent activity (GTP binding), % at 10 µM; AID 764; GST-Rac1 activated beads, fluorescent GTP binding, flow cytometry; actives lie on both sides; 100% means binding = to untreated wells;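 active means GTP binding at least 20 percentage points away from the 100% baseline, in either direction, so actives lie on both sides; inconclusive means Compound likely fluorescent itself, or too few beads counted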
# Rac1 wt modul = modulators of human Rac1 wildtype GTP binding | P63000 | GST-Rac1 beads, fluorescent GTP binding, flow cytometry; actives lie on both sides; 0 = cold GTP competed, 100 = untreated | GTP binding activity (% of control), % at 10 µM | 190,000 tested, 0.27% active | AID 757;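 active means GTP binding activity at least 20 points away from the 100% control level, either lower or higher; inconclusive means compound flagged as likely green fluorescent, judged across all proteins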
# Avidin fluor = avidin bead compound fluorescence profile | AID 1775 | 220,000 tested, 0.38% active | Avidin beads, compound fluorescence 488/530 nm, flow cytometry; stronger effect = higher value | fluorescence (KMESF) at 10 µM; in the data active means fluorescence above about 47; further: inactives centre near 10
# Rab2 wt GTP = changes GTP binding to wildtype dog Rab2A, up or down. P61105. GST-Rab2 wt beads, Bodipy-GTP binding, flow cytometry. GTP binding activity, % at 10 µM. 190,000 tested, 0.19% active. AID 760;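 active means GTP binding activity at least 20 points away from 100%, either lowered or raised; inconclusive means signal likely due to the compound's own green fluorescence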;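 further: 0% = beads with excess unlabeled GTP and 100% = no-compound control corrected for plate trend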
# HRas wt GTP bind = modulators of GTP binding to human HRas wildtype | GST-Ras wt beads, Bodipy-FL-GTP binding, flow cytometry; actives lie on both sides | 190,000 tested, 0.14% active | P01112 | GTP binding activity, % at 10 µM;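 active means GTP binding activity at least 20% away from the 100% baseline, either lowered as inhibitor or raised as activator; inconclusive means flagged as likely green fluorescent, judged across all proteins in the well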;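 further: 0% = unlabeled GTP competition control and 100% = no-compound control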
# Target sequence (P01112 whole entry, looked up): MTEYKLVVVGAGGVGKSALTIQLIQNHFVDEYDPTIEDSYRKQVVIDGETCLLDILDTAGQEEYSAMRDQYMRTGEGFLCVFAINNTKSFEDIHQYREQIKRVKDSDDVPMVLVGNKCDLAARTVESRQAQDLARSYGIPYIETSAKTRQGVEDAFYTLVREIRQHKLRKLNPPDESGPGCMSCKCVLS
# Pf gamet viab = P. falciparum stage V gametocyte viability inhibition; AID 743093; 150,000 tested, 0.065% active; inhibition, % at 10.9 µM; P. falciparum stage V gametocytes, ATP luminescence, 24 h;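 active means inhibition above the mean plus 3 SD of compounds within the control limits, set per campaign, cut at about 38% in these data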;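 further: 0% = DMSO wells and 100% = medium only without gametocytes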
# Cdc42 wt = human Cdc42 wildtype GTP binding change, either direction | 190,000 tested, 0.2% active | AID 761 | P60953 | GST-Cdc42 beads, Bodipy-GTP binding, flow cytometry; actives lie on both sides | percent activity (GTP binding), % at 10 µM;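 active means percent activity GTP binding at least 20 points away from the 100% baseline, either down as inhibitor or up as activator; inconclusive means compound flagged as likely green fluorescent from well-wide comparison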;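 further: median bead fluorescence of bound Bodipy-FL-GTP at 100 nM; 0% = excess unlabeled GTP control and 100% = no compound control; below 100% means less GTP binding so inhibitor and above means activator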
# Target sequence (P60953 whole entry, looked up): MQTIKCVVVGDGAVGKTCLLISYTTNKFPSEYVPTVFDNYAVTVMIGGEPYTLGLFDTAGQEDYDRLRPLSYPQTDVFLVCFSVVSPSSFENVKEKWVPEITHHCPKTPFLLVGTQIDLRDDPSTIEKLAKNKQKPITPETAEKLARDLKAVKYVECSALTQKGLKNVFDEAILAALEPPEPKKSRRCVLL
# Mcl1-Noxa inh = Mcl-1/Noxa interaction inhibition; Q07820; TR-FRET Mcl-1/Noxa peptide binding, 2 h; inhibition, % at 21.7 µM; 220,000 tested, 1.5% active; AID 1022;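 active means compounds that cut the protein-peptide binding signal by more than 50% relative to plate controls in a single-dose test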;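 further: His-tagged Mcl-1 with rhodamine Noxa BH3 peptide and terbium anti-His antibody; 0% = Mcl-1 plus Noxa peptide wells and 100% = peptide-only wells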
# Mcl1-Bid inh = disrupts binding of human Mcl-1 to Bid peptide. Q07820. TR-FRET Mcl-1/Bid-Dy647 peptide binding, 1536-well. inhibition, % at 21.7 µM. 220,000 tested, 0.97% active. AID 1021;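 active means compounds that cut the binding signal by more than half at the single screening dose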;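 further: His-tagged Mcl-1 with europium anti-His antibody binding Bid BH3 peptide; 0% = Mcl-1 plus peptide wells and 100% = peptide-only wells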
# * hit, by the source's call; ? = inconclusive; nt = no result given; & = joins results of further samples.
SMILES,Bim-Mcl-1,Rab7 wt GTP bind,Rac1 mut GTP,Rac1 wt modul,Avidin fluor,Rab2 wt GTP,HRas wt GTP bind,Pf gamet viab,Cdc42 wt,Mcl1-Noxa inh,Mcl1-Bid inh
O=C(Nc1ccc(F)c(F)c1)c1ccccc1-c1ccccc1,-4,103,98,103,24,99,101,-11,100,-2,-2
Cc1ccc2nc(-c3ccc(NC(=O)COC(=O)c4cncc(Br)c4)cc3)sc2c1,-6,98,102,105,23,100,99,-7,103,27,5
Cc1cccc(/C(N)=N/OC(=O)CCC2CCCCC2)c1,-1,109,101,105,5,103,104,3,104,-4,-25
Nc1ccccc1SCC(=O)Nc1nccs1,-2,97,99,102,7,97,97,-3,97,21,0
COc1ccccc1NS(=O)(=O)c1ccc(S(=O)(=O)N2CCOCC2)cc1,-7,104,94,96,10,100,99,nt,101,14,1
O=C(O)c1ccc(Cn2c(SCc3cc(=O)n4cc(Br)ccc4n3)nc3ccsc3c2=O)cc1,-1,?,?,?,24,?,?,11,?,13,-13
O=C(NCc1ccco1)/C(=C\c1cccs1)NC(=O)c1cccs1,-5,97,95,100,6,95,101,-3,101,-4,-25
COc1ccc(OCCN2C(=O)NC(C)(c3ccc(C)cc3)C2=O)cc1 (centres undefined),1,101,99,104,28,100,102,nt,103,-2,2
Cc1ccc(O)c(C2=NCCNC(C(F)(F)F)=C2)c1,0,92,98,100,18,94,94,-3,97,-12,-84
C=CCn1c(COc2cccc3ccc(C)nc23)nnc1SCC(=O)OC,1,105,100,104,34,100,101,3,102,5,-7
C#CCOc1nc(Nc2cccc([N+](=O)[O-])c2)nc(OCC#C)n1,2,101,94,100,13,93,96,16,93,26,32
CC1(C)CC(=O)C2=C(C1)C(c1cn(-c3ccccc3)nc1-c1ccccc1)C(C#N)=C(N)O2 (centres undefined),-4,101,98,101,39,103,102,-2,97,15,49
COCCNC(=O)c1sc2ncn(CC(=O)N3CCCCC3)c(=O)c2c1C,-2,95,95,97,6,97,96,-1,98,3,-7
Cc1noc(C(=O)Nc2ccccc2C(F)(F)F)c1Cl,-1,99,96,96,6,98,95,-6,96,9,2
O=C(NCc1cccs1)c1nc(-c2cccs2)no1,1,96,94,94,12,95,93,4,96,10,-26
CO/N=C/C(=N\Nc1ccc(OC)cc1)C(=O)c1ccc(OC)cc1,15,97,100,106,19,99,101,nt,103,-11,-11
Cc1ccccc1NC(=S)NCCc1c[nH]c2ccccc12,-3,100,98,103,8,97,100,11,103,2,-70
CCCC(=O)NC(c1ccco1)c1cc([N+](=O)[O-])c2cccnc2c1O (centres undefined),6,102,92,97,15,94,95,nt,97,6,-59
O=C1CCCC(O)=C1N=Nc1ccc2ncsc2c1,-18,97,99,101,1,94,97,-3,94,63*,-41
c1cnc(N2CCN(Cc3ccc4c(c3)OCO4)CC2)cn1,-4,103,94,92,13,94,95,-5,94,6,-15
COc1ccc(CCNC(=O)CCCOc2ccc(C)cc2)cc1OC,-1,98,98,103,5,101,101,-9,97,19,-12
CC(C(O)c1ccc(O)cc1)N1CCC(Cc2ccccc2)CC1 (centres undefined),-1&0,98,95,95,8&13,98,95,nt,95,9&6,3&-7
CC(NC(=O)OC1CCCCC1)N1C(=O)C2C3C=CC(C3)C2C1=O (centres undefined),0,97,101,100,7,99,100,nt,102,1,15
COc1ccc(S(=O)(=O)N2CCCN(Cc3cccc(F)c3)CC2)cc1,-2,97,100,102,14,102,101,nt,102,8,-19
CN(C)S(=O)(=O)c1ccc(C(=O)Nc2ccnn2C2CCCCC2)cc1,-1,102,100,106,11,101,100,nt,101,16,-9
CCOC(=O)C1CCCN(C(=O)COC(=O)C2=COCCO2)C1 (centres undefined),-2,94,95,100,71*,94,97,nt,96,5,-10
O=S(=O)(c1ccc(F)cc1)n1ccc(-c2cnc(-c3ccccc3)s2)n1,-3,101,100,107,13,100,103,-6,102,9,0
O=C(Cc1ccc(Cl)cc1)Nc1nc2ccccc2[nH]1,-3,102,104,111,9,104,103,nt,107,19,10
CN(CC(=O)N1CCN(c2ccccc2)CC1)S(=O)(=O)c1cnc[nH]1,4,98,98,100,22,97,97,nt,98,10,-96
O=C(NC(=O)c1cccc(F)c1)Nc1nc(-c2ccc(F)cc2)cc(C(F)(F)F)n1,0,106,96,96,21,99,100,nt,93,-10,-1
COc1cccc(CN(C(=O)Cc2c[nH]c3ccccc23)C(C(=O)NC2CCCCC2)c2cccs2)c1 (centres undefined),3,97,96,100,7,101,100,-5,96,2,-29
Cc1cccc2cc(CN(Cc3cccs3)C3(c4nnnn4C4CCCC4)CCCC3)c(=O)[nH]c12,0,101,98,88,7,102,97,-15,97,16,-12
Cc1ccc(/C=N/NC(=O)c2c[nH]c3ccccc23)o1,-2,92,96,95,16,93,97,nt,96,9,-34
O=C1[C@@H]2[C@H](Cc3ccc(O)cc3)N[C@]3(C(=O)Nc4ccccc43)[C@@H]2C(=O)N1c1ccc(F)cc1,0,95,99,96,17,96,96,-124,97,1,-1
Cc1cc(=O)n(C)c(=O)n1CCCCCOc1cccc([N+](=O)[O-])c1,1,102,99,101,10,103,101,-39,102,19,-13
O=P(O)(CCc1ccccc1)CN1CCCCC1,0,106,103,112,10,106,105,nt,108,6,-13
COc1cccc(C(=O)N/N=C(\CC(C)C)c2ccccc2)c1,-1,99,99,107,1,102,103,-20,100,28,-6
O=C(CCC(=O)OCc1cccc([N+](=O)[O-])c1)Nc1ccccc1Cl,0,107,97,100,9,98,97,0,98,11,-20
CSc1ccc(CN(C)CC(=O)Nc2ccccc2Br)cc1,-9,98,99,98,13,97,97,nt,93,-8,-37
COc1ccccc1CNC(=O)CN1CCN(S(=O)(=O)c2cccs2)CC1,-1,104,95,101,10,97,98,2,96,14,-23
CC(C)(C)NC(=O)C(c1ccncc1)N(C(=O)c1csnn1)c1ccccc1 (centres undefined),0,97,96,98,8,98,100,14,100,0,-1
CCOC(=O)Cc1csc(NC(=O)c2csc(C)c2)n1,-5,101,97,99,10,99,98,22,97,8,-17
COc1cccc(-n2ccnc2SCC(=O)Nc2ccccc2)c1,1,98,97,97,8,96,97,-4,97,2,-19
CCOC(=O)C1CCCN(C(=O)Cc2c(F)cccc2Cl)C1 (centres undefined),-5,102,99,101,13,100,99,26,96,1,-8
COc1ccc(S(=O)(=O)N/N=C\c2ccc(OC)c(COc3ccc(C)cc3[N+](=O)[O-])c2)cc1,0,98,100,105,7,100,103,-19,103,-13,-10
COc1ccc(N(CC(=O)Nc2ccccc2C)S(=O)(=O)c2ccccc2[N+](=O)[O-])c(OC)c1,0,97,96,98,10,97,95,-28,99,-3,-31
COc1ccc(NC(=O)/C(=C\c2cccs2)NC(=O)c2ccco2)cc1,3,107,96,103,11,101,101,nt,97,6,-16
O=C(NCc1n[nH]c(=S)n1-c1ccc(Cl)c(Cl)c1)c1cccs1,0,105,98,100,6,100,100,nt,97,12,-27
Brc1c(CSc2nnc(-c3ccco3)o2)nc2ccccn12,-4,98,99,104,12,100,101,nt,101,-1,-6
CC1SC(C)C(=O)N(CC(=O)Nc2ccc([N+](=O)[O-])cc2)C1=O (centres undefined),0,95,93,96,21,93,94,-8,96,-26,-79

# Continued.
SMILES,Bim-Mcl-1,Rab7 wt GTP bind,Rac1 mut GTP,Rac1 wt modul,Avidin fluor,Rab2 wt GTP,HRas wt GTP bind,Pf gamet viab,Cdc42 wt,Mcl1-Noxa inh,Mcl1-Bid inh
C/C(=C\C(=O)c1ccc(F)cc1)Nc1ccc(N2CCOCC2)cc1,-3,96,96,99,35,97,98,-4,99,-2,-36
c1ccc(-c2nc3ccccc3[nH]2)nc1,-5,107,105,110,12,105,104,-9,106,16,-12
CCc1ccc(C2CC(c3cccc(Cl)c3)n3nc(N)nc3N2)cc1 (centres undefined),0,98,100,103,7,102,99,nt,102,-4,-13
O=C(NCCN1CCN(C(=O)C(c2ccccc2)c2ccccc2)CC1)C(=O)Nc1ccccc1,0,108,97,103,18,105,106,-7,105,14,6
CN1Cc2ccccc2CC1CNCc1c(C(=O)N2CCCC2)nc2ccccn12 (centres undefined),-3,96,95,102,1,97,98,5,100,14,8
COc1ccc(/C=C(/NC(=O)c2cccs2)C(=O)Nc2ccc(C)cc2)cc1OC,0,99,95,102,3,99,99,-5,97,22,2
CC(=O)c1c(C)[nH]c(C(=O)OCCCCN2C(=O)c3ccccc3C2=O)c1C,-5,102,101,105,14,100,100,nt,101,-4,-15
CN(C)CCCn1c(N)c(C#N)c2nc(C#N)c(C#N)nc21,3,102,102,108,6,104,106,nt,109,18,-10
O=C(NCC1CCCO1)C1CCCN1C(=O)NC1CCCCC1 (centres undefined),0,101,98,106,42,103,102,-2,103,3,3
Cc1cc(C)c2nc(SCCc3ccccc3)nc(C)c2c1,-1,98,94,97,8,97,96,5,95,2,-30
Cc1cc(NC(=O)c2cccc(S(=O)(=O)N3CC(c4ccccc4)CC3=O)c2)no1 (centres undefined),-5,105,101,109,9,103,104,nt,105,22,-5
Cn1c(Cn2c(=O)sc3ccccc32)nnc1SCC(=O)NCc1ccccc1,-3,101,101,104,25,102,102,nt,105,14,-9
COc1ccc2c(C)c(Cl)c(=O)oc2c1,0,98,97,99,33,98,100,4,100,4,31
Cc1cccc(NC(=S)NCC(c2cccnc2)N2CCOCC2)c1 (centres undefined),-2,96,101,103,15,106,101,nt,101,-4,-56
CCN(CC)S(=O)(=O)c1ccc(/C=C/C(=O)OCC(=O)N(C)C)cc1,1,88,91,89,22,91,91,4,94,10,-1
COc1ccc(OC)c(/C(O)=C/C(=O)C(=O)Nc2cc(C)cc(C)c2)c1,0,94,90,96,15,92,95,nt,94,18,-34
CCN(CC(=O)Nc1ccc(C)c(F)c1)CC(=O)NC(C)(C)C,-6,95,98,99,8,96,95,-8,98,-19,0
Cc1cccc(OCc2nnc(SCC(=O)N3CC(=O)Nc4ccccc43)o2)c1,-1,103,95,98,7,100,100,16,97,15,-45

# Full records as entered above:
# CCN(CC(=O)Nc1ccc(C)c(F)c1)CC(=O)NC(C)(C)C reads Bim-Mcl-1: -6; Rab7 wt GTP bind: 95; Rac1 mut GTP: 98; Rac1 wt modul: 99; Avidin fluor: 8; Rab2 wt GTP: 96; HRas wt GTP bind: 95; Pf gamet viab: -8; Cdc42 wt: 98; Mcl1-Noxa inh: -19; Mcl1-Bid inh: 0
# Cc1cccc(OCc2nnc(SCC(=O)N3CC(=O)Nc4ccccc43)o2)c1 reads Bim-Mcl-1: -1; Rab7 wt GTP bind: 103; Rac1 mut GTP: 95; Rac1 wt modul: 98; Avidin fluor: 7; Rab2 wt GTP: 100; HRas wt GTP bind: 100; Pf gamet viab: 16; Cdc42 wt: 97; Mcl1-Noxa inh: 15; Mcl1-Bid inh: -45
